High-throughput results: PubChem BioAssay, Broad Institute
BioA inh: BioA (M. tuberculosis) enzyme inhibition. 360,000 tested, 0.096% active. purified M. tuberculosis BioA enzyme, plate reader. AID 602481. inhibition, % at 9.99 µM; in the data active means inhibition above about 40%
Numbers without * were called inactive. An excerpt, so the mix of outcomes need not match the whole.

SMILES	BioA inh
O=C(Cc1ccccc1)N[C@@H]1C=C[C@@H](CC(=O)N2CCCCC2)O[C@H]1CO	-5.6
O=C(C1CC1)N1CC[C@H]2[C@H](CO)Nc3ccc(Br)cc3[C@H]21	30
N#C[C@@H]1[C@@H](c2ccc(/C=C/c3ccccc3)cc2)[C@@H](CO)N1C(=O)C1CCCCC1	0.1
CO[C@H]1CN(C)C(=O)c2cc(NC(=O)Nc3ccccc3)ccc2OC[C@@H](C)NC[C@@H]1C	-1.6
C[C@H](CO)N1C[C@H](C)[C@@H](CN(C)C(=O)CN(C)C)Oc2ncc(-c3ccc(C#N)cc3)cc2C1=O	1.3
C[C@@H]1CN([C@@H](C)CO)C(=O)c2cc(-c3cncnc3)cnc2O[C@@H]1CN(C)Cc1ccncc1	-1.5
C[C@@H]1CN([C@H](C)CO)C(=O)c2cccc(NC(=O)Nc3ccccc3)c2O[C@H]1CN(C)C(=O)Nc1ccccc1	3.3
N#C[C@@H]1[C@H](c2ccc(-c3ccccc3F)cc2)[C@@H](CO)N1C(=O)c1ccccn1	0.1
O=C(C1CCC1)N1CCCCN2[C@H](CO)[C@H](c3ccc(-c4cccc(F)c4)cc3)[C@@H]2C1	-1.6
COCC(=O)N(C)C[C@H]1Oc2cc(C#CCC(C)C)ccc2S(=O)(=O)N([C@H](C)CO)C[C@H]1C	-0.1
N#C[C@H]1[C@@H](c2ccc(-c3ccccc3F)cc2)[C@H](CO)N1C(=O)Cc1ccccc1	-1.6
Cn1cnc(S(=O)(=O)N2C[C@@H](O)COC[C@@H]3O[C@@H](CC(=O)NCc4cc(F)cc(F)c4)CC[C@H]32)c1	0.3
O=S(=O)(c1ccccc1)N1CCCCN2[C@H](CO)[C@@H](c3ccc(C#CC4CCCC4)cc3)[C@H]2C1	0.1
C[C@H](CO)N1C[C@H](C)[C@@H](CN(C)C(=O)NC2CCCCC2)Oc2ccc(NC(=O)Cn3cnnn3)cc2CC1=O	-2.4
COC(=O)C[C@@H]1CC[C@@H]2[C@@H](COc3ccc(NS(=O)(=O)c4cccc(F)c4)cc3C(=O)N2C)O1	1.1
Cc1noc(C)c1NC(=O)N(C)C[C@@H]1OCCCC[C@H](C)Oc2ccc(NC(=O)NC3CCCCC3)cc2C(=O)N([C@H](C)CO)C[C@@H]1C	-3.2
C[C@@H]1CN([C@@H](C)CO)C(=O)Cc2cc(NC(=O)CCC(F)(F)F)ccc2O[C@@H]1CN(C)C	-1.1
CN1C[C@@H]2[C@H](c3ccccc31)[C@@H](CO)N2C(=O)Nc1ccccc1Cl	-2.2
O=C(C[C@@H]1CC[C@@H](NS(=O)(=O)c2ccc(F)cc2)[C@H](CO)O1)NCc1ccc(Cl)c(Cl)c1	-0.2
CO[C@@H]1CN(C)C(=O)c2cc(NS(=O)(=O)c3cccc(C)c3)ccc2OC[C@@H](C)NC[C@H]1C	-2.0
CN(C)C(=O)c1ccc(-c2ccc([C@@H]3[C@@H](CO)N4CCCCN(Cc5ccncc5)C[C@H]34)cc2)cc1	-1.7
CN1C(=O)c2cc(NC(=O)C3CCOCC3)ccc2OC[C@@H]2O[C@@H](CC(=O)NCC3CC3)CC[C@H]21	-1.9
CO[C@H]1CN(C)C(=O)c2ccc(NS(C)(=O)=O)cc2OC[C@H](C)N(CC2CCCCC2)C[C@H]1C	1.3
COCC#Cc1ccc([C@H]2[C@H]3CN(Cc4cccnc4)CCCCN3[C@H]2CO)cc1	-0.7
C[C@H](CO)N1C[C@H](C)[C@@H](CN(C)C(=O)Nc2cccc3ccccc23)Oc2ccc(NC(=O)Cc3ccccc3)cc2CC1=O	1.9

A different layout for part of the listing above:
SMILES | BioA inh
O=S(=O)(c1ccccc1)N1CCCCN2[C@H](CO)[C@@H](c3ccc(C#CC4CCCC4)cc3)[C@H]2C1 | 0.1
O=C(C1CCC1)N1CCCCN2[C@H](CO)[C@H](c3ccc(-c4cccc(F)c4)cc3)[C@@H]2C1 | -1.6
C[C@H](CO)N1C[C@H](C)[C@@H](CN(C)C(=O)Nc2cccc3ccccc23)Oc2ccc(NC(=O)Cc3ccccc3)cc2CC1=O | 1.9
CO[C@@H]1CN(C)C(=O)c2cc(NS(=O)(=O)c3cccc(C)c3)ccc2OC[C@@H](C)NC[C@H]1C | -2.0
N#C[C@@H]1[C@H](c2ccc(-c3ccccc3F)cc2)[C@@H](CO)N1C(=O)c1ccccn1 | 0.1

Back to the main list; the 3 compounds before the break are reprinted first.
SMILES	BioA inh
CO[C@H]1CN(C)C(=O)c2ccc(NS(C)(=O)=O)cc2OC[C@H](C)N(CC2CCCCC2)C[C@H]1C	1.3
COCC#Cc1ccc([C@H]2[C@H]3CN(Cc4cccnc4)CCCCN3[C@H]2CO)cc1	-0.7
C[C@H](CO)N1C[C@H](C)[C@@H](CN(C)C(=O)Nc2cccc3ccccc23)Oc2ccc(NC(=O)Cc3ccccc3)cc2CC1=O	1.9
CCC(=O)N1C[C@@H](C)[C@H](OC)CN(C)C(=O)c2ccc(NC(=O)NC(C)C)cc2OC[C@@H]1C	-1.2
CO[C@@H]1CN(C)C(=O)c2ccc(NC(=O)c3ccccc3)cc2OC[C@H](C)NC[C@@H]1C	0.8
Cc1cc(C(=O)Nc2cccc3c2O[C@H](CN(C)S(=O)(=O)c2cccs2)[C@@H](C)CN([C@H](C)CO)C3=O)n(C)n1	-1.2
CN1c2ccc(Br)cc2[C@@H]2[C@@H](CCN2C(=O)c2ccc(F)cc2)[C@@H]1CO	13
COc1ccc(S(=O)(=O)N(C)C[C@@H]2Oc3ncc(-c4ccncc4)cc3C(=O)N([C@@H](C)CO)C[C@@H]2C)cc1	-3.2
C[C@@H]1CCCCO[C@H](CN(C)S(=O)(=O)c2cccs2)[C@@H](C)CN([C@@H](C)CO)C(=O)c2cc(NC(=O)Nc3ccccc3)ccc2O1	0.0
Cc1ccc(S(=O)(=O)Nc2ccc3c(c2)CC(=O)N([C@H](C)CO)C[C@@H](C)[C@@H](CN(C)C(=O)Nc2c(C)noc2C)O3)cc1	0.1
COCC#Cc1cnc2c(c1)C(=O)N([C@@H](C)CO)C[C@@H](C)[C@H](CN(C)C(=O)Nc1ccc(OC)cc1)O2	-1.1
O=C(C[C@H]1CC[C@H]2[C@@H](COC[C@H](O)CN2C(=O)c2ccncc2)O1)NC1Cc2ccccc2C1	-1.3
Cc1noc(C)c1NC(=O)Nc1ccc2c(c1)C(=O)N([C@@H](C)CO)C[C@@H](C)[C@H](CN(C)C)O2	-1.8
O=C(C[C@@H]1CC[C@@H](NC(=O)Nc2ccc3c(c2)OCO3)[C@H](CO)O1)NCc1ccc(F)cc1	-5.8
CN(C)C(=O)C[C@@H]1C[C@@H]2c3cc(NS(=O)(=O)c4ccc(F)cc4)ccc3O[C@@H]2[C@@H](CO)O1	-0.3
C[C@H]1CN([C@@H](C)CO)C(=O)c2cccc(NC(=O)c3ccc(-c4nccs4)cc3)c2O[C@H]1CN(C)S(=O)(=O)c1ccc(F)cc1	-0.5
C[C@@H]1CCCCO[C@@H](CN(C)C(=O)C2CCCCC2)[C@@H](C)CN([C@@H](C)CO)C(=O)c2cc(NS(=O)(=O)c3cn(C)cn3)ccc2O1	0.3
C[C@H]1CN([C@@H](C)CO)C(=O)c2cc(C#CC3CC3)cnc2O[C@@H]1CN(C)S(=O)(=O)c1cccc(F)c1	0.3
O=C(C[C@H]1C=C[C@H](NC(=O)NC2CCCCC2)[C@@H](CO)O1)NCc1ccc(Cl)cc1	0.2
COCCNC(=O)C[C@@H]1CC[C@H]2[C@H](COc3ccc(NC(=O)Nc4ccccc4)cc3C(=O)N2C)O1	1.0
O=C(Nc1cc(F)ccc1F)N[C@@H]1CC[C@H](CCNC(=O)c2cnccn2)O[C@@H]1CO	9.8
C[C@@H]1CN([C@@H](C)CO)C(=O)c2cc(NC(=O)Nc3ccc(C(F)(F)F)cc3)ccc2O[C@@H](C)CCCCO[C@H]1CN(C)S(=O)(=O)c1ccc(F)cc1	-0.9
CC(C)NC(=O)NCC[C@@H]1CC[C@@H](NC(=O)Nc2ccccc2)[C@H](CO)O1	0.8
Cc1ccc(S(=O)(=O)Nc2ccc3c(c2)C(=O)N([C@@H](C)CO)C[C@H](C)[C@@H](CN(C)S(=O)(=O)c2ccc(C)cc2)OCCCC[C@@H](C)O3)cc1	-4.3
COC(=O)C[C@@H]1CC[C@H]2[C@@H](COc3ccc(NC(=O)c4ccc(F)cc4)cc3C(=O)N2C)O1	-1.8
CCCNC(=O)Nc1ccc2c(c1)C(=O)N(C)[C@H]1CC[C@H](CC(=O)Nc3cccc(C)c3)O[C@@H]1CO2	-0.1
Cc1ccc(S(=O)(=O)Nc2ccc3c(c2)C(=O)N(C)[C@@H]2CC[C@H](CC(=O)NCCc4ccncc4)O[C@H]2CO3)cc1	1.3
COCCNC(=O)C[C@H]1C[C@@H]2c3cc(NC(=O)CC4CC4)ccc3O[C@@H]2[C@@H](CO)O1	-1.1

3 of the compounds above, in CSV form:
structure,BioA inh
Cc1ccc(S(=O)(=O)Nc2ccc3c(c2)C(=O)N([C@@H](C)CO)C[C@H](C)[C@@H](CN(C)S(=O)(=O)c2ccc(C)cc2)OCCCC[C@@H](C)O3)cc1,-4.3
COC(=O)C[C@@H]1CC[C@H]2[C@@H](COc3ccc(NC(=O)c4ccc(F)cc4)cc3C(=O)N2C)O1,-1.8
CCCNC(=O)Nc1ccc2c(c1)C(=O)N(C)[C@H]1CC[C@H](CC(=O)Nc3cccc(C)c3)O[C@@H]1CO2,-0.1

Some of these compounds in order of heavy-atom count, falling.
SMILES	BioA inh
C[C@@H]1CCCCO[C@H](CN(C)S(=O)(=O)c2cccs2)[C@@H](C)CN([C@@H](C)CO)C(=O)c2cc(NC(=O)Nc3ccccc3)ccc2O1	0.0
CN(C)C(=O)C[C@@H]1C[C@@H]2c3cc(NS(=O)(=O)c4ccc(F)cc4)ccc3O[C@@H]2[C@@H](CO)O1	-0.3
CC(C)NC(=O)NCC[C@@H]1CC[C@@H](NC(=O)Nc2ccccc2)[C@H](CO)O1	0.8

Remaining list, next part
SMILES	BioA inh
CN1c2ccc(Br)cc2[C@H]2[C@H](CCN2C(=O)Nc2ccccc2F)[C@H]1CO	-6.9
C[C@@H]1CCCCO[C@H](CN(C)C(=O)CCCN(C)C)[C@H](C)CN([C@@H](C)CO)C(=O)c2cc(NC(=O)c3ccccc3)ccc2O1	-0.4
CO[C@H]1CN(C)C(=O)c2ccc(NC(=O)c3ccc(F)cc3)cc2OC[C@@H](C)N(C(C)=O)C[C@@H]1C	-1.5
C[C@H]1CN([C@@H](C)CO)C(=O)c2cc(C#Cc3ccccn3)cnc2O[C@@H]1CN(C)Cc1cncnc1	-3.6
O=C(C[C@H]1CC[C@H]2[C@@H](COC[C@@H](O)CN2S(=O)(=O)c2ccc(Cl)cc2)O1)N[C@@H]1CCN(Cc2ccccc2)C1	25
COc1cccc(C(=O)N2C[C@@H]3[C@H](c4ccccc42)[C@@H](CO)N3C(=O)c2ccccc2)c1	-2.0
C[C@@H]1CN([C@@H](C)CO)C(=O)c2cc(NS(=O)(=O)c3cn(C)cn3)ccc2O[C@@H]1CN(C)C	5.0
CN1c2ccc(-c3ccc(F)cc3)cc2[C@H]2[C@H](CCN2S(=O)(=O)c2ccc(F)cc2)[C@H]1CO	16
